Screens as filed in PubChem BioAssay.
KCNH2 3.1 inh: inhibitors of human KCNH2 3.1 potassium channel isoform; U2OS KCNH2 3.1, thallium flux FluxOr; active compounds read low; activity change, % (tested at about 1.8 µM); 340,000 tested, 0.95% active; AID 720553;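 active = maximum activity change below -70%; inconclusive = maximum activity change from -70% to -50%; inactive = maximum activity change above -50%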;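 note: thallium influx rate constant from kinetic fluorescence after stimulation buffer; % is set by controls: 0 for no effect and ±100 for the full control effect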
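U2OS cells transduced with KCNH2 3.1 mutant virus (1.77 x 10^8 /mL, 4 h), plated overnight at 37 C, loaded 45 min with FluxOr dye plus Red40 quencher. Thallium flux rate constant from kinetic reads after stimulation buffer, normalised to controls.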
MBNL1-CUG inh: blocks human MBNL1 binding to CUG repeat RNA; TR-FRET MBNL1-His/biotin-(CUG)12 binding, 665/545 ratio; Potency, µM (doses to about 57.5 µM), without a hit: top-dose activity change, negative = inhibition, hits mostly inhibitors; 280,000 tested, 0.036% active; active = well fitted inhibition curve with a large enough effect in the signal ratio, with a control signal flat, not every such curve was filed as active; inconclusive = small, poorly fitted or top-dose-only effect, or effect the other way, or a change in a side signal; inactive = no such curve, though single readings can be large or run the other way; the % refers to the signal ratio; note: potency is the fitted concentration of half-maximal effect; % is set by controls: 0 for no effect and ±100 for the full control effect
Target sequence (Q9NR56 whole entry, looked up): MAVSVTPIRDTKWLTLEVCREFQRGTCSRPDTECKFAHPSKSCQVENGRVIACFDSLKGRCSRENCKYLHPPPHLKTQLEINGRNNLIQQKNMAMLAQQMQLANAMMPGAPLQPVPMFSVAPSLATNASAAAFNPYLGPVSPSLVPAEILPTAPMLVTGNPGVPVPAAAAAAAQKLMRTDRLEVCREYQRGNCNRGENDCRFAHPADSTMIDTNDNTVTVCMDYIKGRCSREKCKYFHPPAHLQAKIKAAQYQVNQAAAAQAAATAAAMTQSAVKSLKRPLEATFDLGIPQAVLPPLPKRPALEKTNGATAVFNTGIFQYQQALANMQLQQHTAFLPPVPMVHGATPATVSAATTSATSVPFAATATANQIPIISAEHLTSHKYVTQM
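Compound titration spanned 92 nM–58 uM against the MBNL1-His/biotin-(CUG)12 complex. After 60 min at room temperature with 5 nM streptavidin-XL665 and 0.055 ng/ul terbium anti-His, ratiometric 665/545 nm emission (Ex 340 nm) normalized to controls.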
ELG1 DNA repair: blocks ELG1-dependent DNA repair in HEK293T cells | HEK293T ELG1-luciferase reporter, luminescence, 16 h; DNA damage induced by 5-fluorouridine | Potency, µM (top dose mostly 46.1 µM), for the others: top-dose activity change, negative = inhibition, usual class: inhibitors | 330,000 tested, 2.3% active | AID 504467; note: potency is the fitted concentration of half-maximal effect; % is set by controls: 0 for no effect and ±100 for the full control effect; nearly all actives have a fitted effect of over 55% in size
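Step one: seed 2,000 cells per well. Step two: pin-transfer compound or DMSO alongside 5-fluorouridine. Step three: incubate 16 hr, 37 °C, 5% CO2. Step four: add ONE-Glo, wait 30 min, read luminescence.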
FLuc modulator: firefly luciferase modulation, counter-screen for miR-21 project. P08659. purified FLuc, Km substrates, luminescence inhibition. Potency, µM (top dose mostly 57.5 µM), inactives show at the top dose activity change, negative = inhibition, most hits filed as inhibitors. 360,000 tested, 6.9% active;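 note: potency is the fitted concentration of half-maximal effect; plate controls were vehicle for no effect and reference inhibitor for full effect; nearly all actives have a fitted effect of over 55% in size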
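Purified P. pyralis luciferase, 10 nM final, with Km-level 10 uM D-luciferin and 10 uM ATP in 50 mM Tris acetate pH 7.5, 10 mM Mg acetate, 0.01% Tween-20, 0.05% BSA; 6-point qHTS titration about 60 µM downward; luminescence read.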
Menin-MLL TR inh: displaces Texas Red mutant MLL peptide from human menin | O00255 | Menin + Texas Red MLL mutant peptide, fluorescence polarization | Potency, µM (series often up to 61.6 µM), inactives show top-dose FP activity change, negative = inhibition, usual class: inhibitors | 270,000 tested, 0.23% active | AID 1768; active = well fitted inhibition curve with a large enough effect in the polarisation, with a control signal flat, not every such curve was filed as active; inconclusive = small, poorly fitted or top-dose-only effect, or effect the other way, or a change in a side signal; inactive = no such curve, though single readings can be large or run the other way; the % refers to the polarisation; note: potency is the fitted concentration of half-maximal effect; % of control where 0% means no effect; many of its hits are not listed in these tables
Target sequence (O00255 whole entry, looked up): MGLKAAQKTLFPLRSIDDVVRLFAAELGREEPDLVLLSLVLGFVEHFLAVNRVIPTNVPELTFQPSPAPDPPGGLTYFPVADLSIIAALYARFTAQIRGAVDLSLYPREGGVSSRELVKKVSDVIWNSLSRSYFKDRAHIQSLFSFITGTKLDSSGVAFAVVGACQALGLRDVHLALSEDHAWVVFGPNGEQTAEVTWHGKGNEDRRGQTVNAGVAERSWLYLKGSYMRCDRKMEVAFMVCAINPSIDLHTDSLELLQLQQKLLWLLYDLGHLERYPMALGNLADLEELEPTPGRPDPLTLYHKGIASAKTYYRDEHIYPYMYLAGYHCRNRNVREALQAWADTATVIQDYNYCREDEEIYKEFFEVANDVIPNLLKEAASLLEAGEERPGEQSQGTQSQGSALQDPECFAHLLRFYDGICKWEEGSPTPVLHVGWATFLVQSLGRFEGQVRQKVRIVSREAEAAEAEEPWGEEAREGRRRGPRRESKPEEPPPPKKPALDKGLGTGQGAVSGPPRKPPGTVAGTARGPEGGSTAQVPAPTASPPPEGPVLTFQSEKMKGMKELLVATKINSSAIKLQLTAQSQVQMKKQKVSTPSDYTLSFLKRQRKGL
RORgamma inh: ROR gamma (mouse) transcription inhibition. P51450. 310,000 tested, 5.4% active. Drosophila S2 Gal4-RORgamma UAS-luciferase reporter, 20 h. Potency, µM (series often up to 53.6 µM), for inactives: at the top dose activity change, negative = inhibition, usual class: inhibitors; note: potency is the fitted concentration of half-maximal effect; % is set by controls: 0 for no effect and ±100 for the full control effect; nearly all actives have a fitted effect of over 60% in size
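Luminescence from a UAS-regulated Photinus luciferase reporter in stably transfected Drosophila Schneider cells is measured; decreased signal marks ROR gamma inhibition. Fusion expression is induced by 700 uM copper sulfate for 20 hr.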
VP16 counter: Gal4-VP16 reporter inhibition counter-screen; AID 2546; 310,000 tested, 3.5% active; Potency, µM (highest dose often 53.6 µM), for inactives: top-dose activity, negative = inhibition, actives largely listed as inhibitors; Drosophila S2 Gal4-VP16 UAS-luciferase, luminescence, 20 h;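 note: Gal4-VP16 expression switched on by copper sulfate through the metallothionein promoter; potency is the fitted concentration of half-maximal effect; % is set by controls: 0 for no effect and ±100 for the full control effect; nearly all actives have a fitted effect of over 50% in size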
PKM2 act: PKM2 (human) enzyme activation; P14618; purified PKM2, Kinase-Glo ATP luminescence, activation; response scale: 0% is enzyme alone, no compound; Potency, µM (series often up to 57.5 µM), for the others: at the highest dose activation, hits mostly activators; 260,000 tested, 0.34% active; AID 1631; note: potency is the fitted concentration of half-maximal effect; % is set by controls: 0 for no effect and ±100 for the full control effect; nearly all actives have a fitted effect of over 55% in size
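ATP formation by purified human PK-M2, quantified via coupled luciferase luminescence after 1 h at room temperature with 0.1 mM ADP and 0.5 mM PEP final.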
NPC1 prom act: NPC1 promoter activation. 320,000 tested, 2.4% active. AID 485313. Huh7 NPC1 promoter luciferase reporter, 24 h. Potency, µM (top dose mostly 9.22 µM), without a hit: at the highest dose activation, most hits filed as activators;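 note: potency is the fitted concentration of half-maximal effect; % of control where 0% means no effect; nearly all actives have a fitted effect of over 60% in size; reporter is driven by a mutant NPC1 promoter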
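Compounds in DMSO were transferred onto Huh7 NPC1-luciferase reporter cells pre-incubated 2 h; after 24 h at 37 °C, Amplite reagent was dispensed and luminescence recorded 10 min later.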
Mito fusion yeast: blocks mitochondrial division or promotes mitochondrial fusion | S. cerevisiae fusion-defective mutant growth rescue, CellTiterGlo 48 h | Potency, µM (series often up to 46.1 µM), inactives show top-dose growth rescue (activation), actives largely listed as activators | 320,000 tested, 0.23% active | AID 485298;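 note: potency is the fitted concentration of half-maximal effect; % of control where 0% means no effect; nearly all actives have a fitted effect of over 45% in size; temperature-sensitive fusion mutants such as fzo1-1 at 37 °C on non-fermentable ethanol glycerol medium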
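Read-out: ATP-based luminescence (CellTiterGlo, 10 min ambient) reporting growth of fusion-defective ts yeast after 48 hours at 37C on glycerol/ethanol YPEG medium in the presence of compound.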
Rab9 promoter act: activators of Rab9 promoter. Huh7 Rab9 promoter-luciferase reporter, luminescence, 24 h. Potency, µM (top dose mostly 9.22 µM), without a hit: at the highest dose activation, negative = inhibition, hits mostly activators. 320,000 tested, 2.8% active. AID 485297; note: potency is the fitted concentration of half-maximal effect; % of control where 0% means no effect; nearly all actives have a fitted effect of over 60% in size
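Luminescence read-out: Huh7 cells stably expressing Rab9-luciferase, treated 24 h with compound at 37 °C, then lysed with luciferase reagent for 10 min at ambient before reading.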
* = called active by the depositor; u = inconclusive; x = not tested or not shown; ! = not confirmed by another sample; [ ] = remark or other dose. Unless noted, calls come from the whole dose curve; as a rule, active = well fitted curve in the direction sought with a large enough effect; inconclusive = small, poorly fitted or top-dose-only effect, or another doubt; inactive = no such curve, though single readings can be large; an effect the other way counts as inactive or inconclusive. This is a subset; rates above refer to the full screens.

SMILES	KCNH2 3.1 inh	MBNL1-CUG inh	ELG1 DNA repair	FLuc modulator	Menin-MLL TR inh	RORgamma inh	VP16 counter	PKM2 act	NPC1 prom act	Mito fusion yeast	Rab9 promoter act
COc1ccc2[nH]c(C)c(CCNC(=S)Nc3ccc(C)cc3)c2c1	4	1%	u	-14%	u	16%	-4%	1%	-1%	7%	-1%
Cc1c(C(=O)Nc2ccc(C(=O)Nc3ccccc3)cc2)cccc1[N+](=O)[O-]	u	-10%	u	2%	21%	-22%	-13%	6%	2%	4%	-8%
Cc1sc2nc(C(C)Nc3ccccc3N3CCOCC3)[nH]c(=O)c2c1C (stereo not given)	-15	3%	-23%	7%	6%	14%	0%	6%	-4%	13%	-2%
COn1c(SCc2cccnc2)nc2ccccc2c1=O	17	-1%	5%	-1%	-2%	13%	-3%	-1%	1%	3%	13%
CS(=O)(=O)c1cccc(S(=O)(=O)N2CCN(c3ccccn3)CC2)c1	-5	-2%	-3%	0%	16%	2%	-5%	0%	1%	2%	0%
CCOc1ccc(S(=O)(=O)Nc2ccncc2)c(C)c1C	-7	-3%	-10%	-7%	-6%	49%	-9%	x	-4%	5%	0%
Cc1cccc(-c2cc(C(=O)N3CCCc4ccccc43)c3ccccc3n2)c1	x	2%	7.3µM*	12µM*	-1%	-15%	-16%	-19%	0%	26%	2%
c1ccc(COc2ccc(Nc3ncnc4nc[nH]c34)cc2)cc1	-9	-8%	u	11µM*	u	u	7%	-9%	u	5%	u
CCOC(=O)c1cnc2ccccc2c1NCc1ccco1	-19	x	-4%	-21%	x	6.3µM*	u	3%	0%	3%	0%
Cc1ccsc1/C=N/n1c(-c2cc(-c3ccccc3)n[nH]2)n[nH]c1=S	-8	x	20%	u	x	2.8µM*	u	-1%	-1%	5%	5%
O=C1CC(c2ccc(F)cc2)Sc2ccccc2N1 (stereo not given)	-4	5%	26%	-15%	1%	6%	-5%	-3%	-2%	0%	1%
CC(=O)[C@@]1(O)C(C)CC2C3C=C(C)C4=Cc5c(cnn5-c5ccccc5)C[C@]4(C)C3C(O)C[C@@]21C (stereo not given in full)	-5	u	u	-2%	35%[activator]	-17%	-26%	0%	2%	-41%[inhibitor]	-6%
Cc1ccccc1NC(=O)COC(=O)CCc1nc2ccccc2c(=O)[nH]1	3	-1%	10%	1%	-9%	4%	-1%	11%	0%	-4%	-3%
O=C(CSc1nnc(-c2cccs2)o1)N1CCCCC1	1	9%	u	21µM*	-1%	u	-16%	-9%	2.5µM*	-1%	1.6µM*
CCN1CCN(C(c2cc(OC)ccc2OC)c2nnnn2Cc2ccccc2)CC1 (stereo not given)	2	-4%	-2%	0%	-9%	13%	1%	-4%	0%	0%	6%
COC(=O)c1ccc(-c2ccc(OC)c([C@H]3[C@H]4C=CC[C@@H](C)[C@@H]4C(=O)N3Cc3ccccc3)c2)cc1	14	-5%	-11%	2%	x	11%	3%	-3%	-5%	21%	-12%
CCCc1cc(=O)oc2c(C)c(OCC(=O)NCCCn3ccnc3)ccc12	-31	-5%	-7%	1%	4%	6%	-6%	0%	1%	-10%	-1%
CCN(CC)C(=O)c1[nH]cnc1C(=O)NCc1ccc(CNC(=O)OC(C)(C)C)cc1	6	x	-7%	3%	x	x	x	x	0%	-7%	-1%
COc1ccc(C)cc1NC(=O)c1ccc(CN2CCc3ccccc3C2)cc1	22	-1%	-20%	-4%	-6%	42%	5%	15%	-3%	0%	-1%
Cc1cccc(N2CCN(C(=O)C3(S(=O)(=O)c4ccc(Cl)cc4)CC3)CC2)c1C	0	-7%	-6%	-7%	-11%	-17%	5%	-1%	-3%	-14%	-3%
COc1ccccc1NC(=O)/C(=N/OCc1ccc(C#N)cc1)C(C)=O	7	-1%	-3%	6%	0%	7%	-2%	-3%	0%	-2%	-5%
Cc1ccc(Cl)cc1N1CCN(S(=O)(=O)N2CCCCC2)CC1	9	-3%	-12%	1%	u	-14%	-16%	2%	-1%	3%	1%
CSc1nsc(SC)c1C(N)=O	49	-4%	-8%	-2%	x	-2%	3%	0%	-3%	-2%	-4%
CCN(CC)c1ccc(/C=C2\CCC(/C=N/NC(=O)c3ccc(=O)n(C)c3)=C2N2CCOCC2)cc1	-7	12%	u	-11%	-6%	u	-13%	-1%	1%	0%	2%
N#C/C(=C\c1ccc(O)c(O)c1)C(=O)NCCCc1ccccc1	7	47%[activator]	-5%	u	u	22µM*!	11µM*	7%	-19%[46.1 µM]	u	-35%[inhibitor][46.1 µM]

Continued; it opens with the 5 that closed the last part.
SMILES	KCNH2 3.1 inh	MBNL1-CUG inh	ELG1 DNA repair	FLuc modulator	Menin-MLL TR inh	RORgamma inh	VP16 counter	PKM2 act	NPC1 prom act	Mito fusion yeast	Rab9 promoter act
COc1ccccc1NC(=O)/C(=N/OCc1ccc(C#N)cc1)C(C)=O	7	-1%	-3%	6%	0%	7%	-2%	-3%	0%	-2%	-5%
Cc1ccc(Cl)cc1N1CCN(S(=O)(=O)N2CCCCC2)CC1	9	-3%	-12%	1%	u	-14%	-16%	2%	-1%	3%	1%
CSc1nsc(SC)c1C(N)=O	49	-4%	-8%	-2%	x	-2%	3%	0%	-3%	-2%	-4%
CCN(CC)c1ccc(/C=C2\CCC(/C=N/NC(=O)c3ccc(=O)n(C)c3)=C2N2CCOCC2)cc1	-7	12%	u	-11%	-6%	u	-13%	-1%	1%	0%	2%
N#C/C(=C\c1ccc(O)c(O)c1)C(=O)NCCCc1ccccc1	7	47%[activator]	-5%	u	u	22µM*!	11µM*	7%	-19%[46.1 µM]	u	-35%[inhibitor][46.1 µM]
CCCOc1ccc(C(=O)NCC2OCCc3ccccc32)cc1OC (stereo not given)	-1	-14%	u	-11%	-7%	6%	0%	-7%	1%	-5%	-2%
CCN(c1ccccc1)S(=O)(=O)c1nnc(NC(=O)c2ccccc2OC)s1	-5	-3%	u	1.7µM*!	u	32%	-19%	-1%	-1%	-2%	-3%
O=C(NCCOC(=O)c1ccc(C(=O)OCCNC(=O)c2ccccc2)o1)c1ccccc1	-8	-7%	5%	-4%	-2%	-11%	-7%	11%	6%	5%	-1%
CC(=O)Nc1ccc(/C=N/Nc2nncc3ccccc23)cc1	-1	u	u	12µM*	1%	-18%	-17%	x	2.8µM*	-7%	1.1µM*
O=S(=O)(c1cccc2cccnc12)N1CCc2ccccc21	-1	5%	7%	1%	11%	24%	-4%	-5%	-1%	6%	3%
Cn1c(SCC(=O)Nc2ccccc2F)nnc1-c1cc2ccccc2o1	0	-3%	15%	-1%	-2%	-8%	-9%	-6%	-1%	2%	13%
O=C(C1CCC1)N1CCN(c2ccc(C(F)(F)F)cc2[N+](=O)[O-])CC1	-37	-3%	u	-16%	x	7.1µM*	4µM*	1%	-2%	-2%	-7%
CN(C)c1cc(=O)n2c(n1)SCCC2	-2	-1%	-2%	2%	3%	1%	1%	1%	-4%	-1%	-3%
COc1ccc(CN2CCc3ccc(NC(=O)c4ccncc4)cc3C2)c(F)c1	7	u	u	4%	x	-21%	2%	1%	-2%	-2%	-12%

Fetched by compound from above, three records:
SMILES	KCNH2 3.1 inh	MBNL1-CUG inh	ELG1 DNA repair	FLuc modulator	Menin-MLL TR inh	RORgamma inh	VP16 counter	PKM2 act	NPC1 prom act	Mito fusion yeast	Rab9 promoter act
CS(=O)(=O)c1cccc(S(=O)(=O)N2CCN(c3ccccn3)CC2)c1	-5	-2%	-3%	0%	16%	2%	-5%	0%	1%	2%	0%
CCCOc1ccc(C(=O)NCC2OCCc3ccccc32)cc1OC (stereo not given)	-1	-14%	u	-11%	-7%	6%	0%	-7%	1%	-5%	-2%
Cc1ccsc1/C=N/n1c(-c2cc(-c3ccccc3)n[nH]2)n[nH]c1=S	-8	x	20%	u	x	2.8µM*	u	-1%	-1%	5%	5%
